Assay outcomes (PubChem BioAssay)
hcGAS inh: Primary biochemical luminescence assay for human cyclic GMP-AMP synthase inhibitors | Q8N884 | inhibition, % at 12.5 µM | recombinant h-cGAS, ATP depletion, Kinase-Glo luminescence | AID 1259398, 2018 | 290,000 tested, 0.081% active;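 note: 0% = vehicle reaction and 100% = reaction without DNA for no activity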
Target sequence (Q8N884 whole entry, looked up): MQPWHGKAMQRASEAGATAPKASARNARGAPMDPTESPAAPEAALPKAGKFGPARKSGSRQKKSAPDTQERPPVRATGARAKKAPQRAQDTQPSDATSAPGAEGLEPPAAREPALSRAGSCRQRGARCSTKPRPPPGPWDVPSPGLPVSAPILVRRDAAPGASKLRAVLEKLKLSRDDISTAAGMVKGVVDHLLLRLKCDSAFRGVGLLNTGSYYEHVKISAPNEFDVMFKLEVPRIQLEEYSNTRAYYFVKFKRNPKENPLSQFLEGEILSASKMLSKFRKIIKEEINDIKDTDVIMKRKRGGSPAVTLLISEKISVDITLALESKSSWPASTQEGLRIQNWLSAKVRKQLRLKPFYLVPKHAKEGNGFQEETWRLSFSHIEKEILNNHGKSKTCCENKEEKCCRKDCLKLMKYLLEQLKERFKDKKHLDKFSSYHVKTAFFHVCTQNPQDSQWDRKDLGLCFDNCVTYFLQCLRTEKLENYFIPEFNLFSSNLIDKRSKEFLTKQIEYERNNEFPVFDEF
NPYLR7 agonist: agonists of mosquito NPYLR7 receptor, primary screen, cell-based, Aedes aegypti, calcium fluorescence, mosquito biting behavior. Aedes aegypti neuropeptide Y-like receptor 7 (NPYLR7). HEK293T NPYLR7/Galpha15, GCaMP6s calcium fluorescence. activation, % at 10 µM. 270,000 tested, 0.15% active. AID 1259423, 2018; in the data active = activation above about 40%;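 note: 0% = vehicle and 100% = reference agonist at the receptor; some compounds past the cut are filed as inactive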
mcGAS inh: cyclic GMP-AMP synthase inhibitors, mouse, primary biochemical chemiluminescence; Q8C6L5; recombinant cGAS, Kinase-Glo ATP depletion luminescence; inhibition, % at 12.5 µM; 160,000 tested, 0.15% active; AID 1259399, 2018;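 note: 0% = negative control wells and 100% = reference inhibitor with no enzyme activity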
* marks the source's active call; other numbers are inactive results; . = not tested or not shown; & = joins results of further samples. Cut-off read from the data, not from the text of the source, unless noted: active = inhibition above about 40%; inactive = the rest.

Start of the data: the first three entries, to show the layout:
SMILES	hcGAS inh	NPYLR7 agonist	mcGAS inh
CCOc1ccc(-c2ccnc(N3CCN(S(=O)(=O)c4ccc(C(F)(F)F)cc4Cl)CC3)n2)cc1	-0.3	9.0	-5.1
CC(C)Cn1cnnc1C1CCCN1Cc1cnn(C)c1 (stereo not given)	-7.1	1.5	.
COc1ccccc1N1CCN(c2ccc(NC(=O)c3cccc(C(F)(F)F)c3)cc2C(=O)NC2CC2)CC1	-3.0	19.3	-5.3

All compounds of this part, from the first entry:
SMILES	hcGAS inh	NPYLR7 agonist	mcGAS inh
CCOc1ccc(-c2ccnc(N3CCN(S(=O)(=O)c4ccc(C(F)(F)F)cc4Cl)CC3)n2)cc1	-0.3	9.0	-5.1
CC(C)Cn1cnnc1C1CCCN1Cc1cnn(C)c1 (stereo not given)	-7.1	1.5	.
COc1ccccc1N1CCN(c2ccc(NC(=O)c3cccc(C(F)(F)F)c3)cc2C(=O)NC2CC2)CC1	-3.0	19.3	-5.3
O=C(c1cc(-c2ccccc2Cl)nn1-c1cccc([N+](=O)[O-])c1)N1CCN(c2cccc(Cl)c2)CC1	-12.9	0.9	-3.4
Cc1nc(CC(=O)N(CC#Cc2ccccc2)C2CCCC2)cs1	-3.3	-4.8	.
CCc1nnc(-c2cc3ccccc3n2CC(=O)N2CCCCCC2)o1	-5.8	-7.9	-8.4
Cc1c(-c2ccccc2)c(=O)oc2c3c(ccc12)OCN(CCCN1CCOCC1)C3	-7.2	-8.7	-9.7
CCN1CCN(Cc2cnc(S(=O)(=O)CC)n2CCCc2ccccc2)[C@@H](C)C1=O	-4.7	20.6	.
CC1(C)[C@H]2CC=C(CCNC3CCN(c4cccc(NC(=O)c5cccnc5)c4)CC3)[C@@H]1C2	-7.8	15.9	-8.9
O=C(NC1CCC1)c1ccc(C2CCCN2C(=O)CN2CCOC2=O)s1 (stereo not given)	1.1	.	-1.8
Cc1ccsc1[C@@H]1CCN(C(=O)c2ccc3c(c2)nnn3C)C[C@H]1O	-7.7	.	-11.0
Cc1cccc(C)c1Oc1ncccc1CNC(=O)c1cccnn1	-4.4	9.4	-14.1
CC(=O)N1CCN(Cc2ccc3n2CCCN=C3C2CCC2)CC1	-7.1	20.7	.
NS(=O)(=O)c1ccc(OCCSc2ncccn2)cc1	1.5	-4.0	.
COc1ccccc1N1CCN(C2CCCN(Cc3ccccc3-c3ccco3)C2)CC1 (stereo not given)	1.4	-9.6	.
O=C(Nc1nc(-c2ccc(Br)cc2)cs1)c1cc(Cl)ccc1[N+](=O)[O-]	-8.1	-0.8	.
CCc1ccc(NC(=O)N2CCN(C(=O)c3cc(-c4cccc(OC)c4)n(-c4ccccc4)c3C)CC2)cc1	5.2	-1.9	-3.3
CSc1nsc(NC(=O)c2cccc(-n3ccnc3)c2)n1	-5.4	0.5	-12.4
O/N=C\c1cn(CC(O)Cn2cnc3ccccc32)c2ccccc12 (stereo not given)	-6.9	-12.2	-8.9
c1ccc(-c2noc(CSc3nnnn3C3CC3)n2)cc1	1.0	2.4	.
COc1ccc(/C=N\N(CCO)C2=NS(=O)(=O)c3ccccc32)cc1	-7.2	-12.9	-7.9
CCc1nc2n(n1)C(=O)C(C(c1cccc(C(F)(F)F)c1)N1CCN(CCO)CC1)S2 (stereo not given)	-3.4	-2.5	0.6
O=C(N[C@@H]1CCCc2ccccc21)c1ccc(CSc2nnc3ccccn23)cc1	-10.1	-2.0	-4.9
CCN(CC)S(=O)(=O)c1ccc2c3c(cccc13)C(=O)N2C(=O)C(C)C	-2.2	3.8	.
COc1ccc(S(=O)(=O)Nc2ccc3c(c2)OCCO3)cc1Br	-1.3	15.9	-5.0
SMILES	hcGAS inh	NPYLR7 agonist	mcGAS inh
Cc1nn(C(=O)c2cccs2)c(C)c1CN1C(=O)c2ccccc2C1=O	-7.0	3.2	.
c1ccc(-n2ccnc2)c(CNc2ncnc3sc4c(c23)CCNC4)c1	-2.7	8.9	-16.7
C=CSc1sc(Cl)c(N(C)Cc2ccccc2)c1[N+](=O)[O-]	-12.8	-3.0	-2.4
OC(c1ccc(F)c(F)c1)c1nc(-c2csc3ccccc23)cs1 (stereo not given)	7.3	1.4	.
COc1ccc(OC)c(-c2cnc(-c3ccc(CNC(=O)c4cnc5c(c(C)nn5C)c4Cl)cc3)[nH]2)c1	-4.3	-3.6	-5.7
Cc1cc(N2CCCCC2)n2nc(C)c(-c3ccccc3)c2n1	-6.1	0.9	-10.5
CC(C)C1=NOC(CNC(=O)CCc2c[nH]c3ccccc23)C1 (stereo not given)	-0.6	0.5	-8.1
CCCCN(C(=O)c1ccco1)c1c(N)n(CCC)c(=O)[nH]c1=O	-4.3	-1.8	-5.5
O=C(Cc1cc(F)ccc1F)Nc1c(F)cccc1NC1CC1	-7.4	6.1	-16.6
CCNC(=O)N1CC(C(=O)Nc2cc(OC)cc(OC)c2)CC(c2cccc(C)c2)C1 (stereo not given)	-6.2	4.8	.
O=C(O)c1cc(-c2cccs2)nn1-c1ccc(Cl)c(Cl)c1	-4.3	7.8	.
CCOC(=O)C1(C/C=C/c2ccccc2)CCCN(C(=O)Cn2cnnn2)C1 (stereo not given)	-5.8	4.2	.
O=C(Nc1cccc(C#Cc2ccccc2)c1)N1CCOC(CO)C1 (stereo not given)	0.9	2.7	.
CCCOc1c(Cl)cc(C(=O)NC2CCCC2)cc1OCC	0.0	2.2	-1.7
CCCCCCC(=O)N1CCN(c2cc(Oc3ccc(F)cc3C)ncn2)CC1C (stereo not given)	-14.6	3.8	-5.5
CCCN(CCC)C(=O)c1nn(-c2ccccn2)c2nccc(-c3cccs3)c12	-6.0	.	-5.2
Cc1oc(-c2cccc(Cl)c2)nc1Cn1ccnc1C	3.3	0.0	.
Cc1cc(C(=O)CSc2nnc(NC3CC3)s2)c(C)n1CC(F)(F)F	-6.6	-1.0	.
COc1ccc(/C=C/C(=O)N2CCC(n3c(=O)oc4ccc(Cl)cc43)CC2)c(Cl)c1OC	-7.9	5.3	-6.1
Oc1ccccc1CN1CCC(n2cc(-c3ccc(F)cc3)nn2)CC1	-0.1	1.7	.
COc1ccccc1C(=O)N(CC(=O)N1CCc2sccc2C1c1ccccc1C)Cc1ccco1 (stereo not given)	-2.4	3.0	-4.2
c1cc(-c2nccn2Cc2ccco2)cc(-n2cccn2)c1	-1.3	1.4	.
CCC(NCCOC)c1nc2cc(Cl)ccc2c(=O)[nH]1 (stereo not given)	-0.9	-16.9	.
CCCCS(=O)(=O)N1CCN(c2ncccc2NC(=O)c2ccc3c(c2)OCO3)CC1	-3.8	28.9	-7.6
CCCSc1nnc(NC(=O)C(C)(C)C)s1	-5.7	-0.6	-5.2
SMILES	hcGAS inh	NPYLR7 agonist	mcGAS inh
CCC(=O)c1ccc2c(c1)N(CCCN(C)C)c1ccccc1S2	11.3	4.1	-3.8
C=C(C)CNC(=O)c1ccc2oc(CCCC)nc2c1	2.4	3.2	.
CC(=O)c1ccc(N=Nc2c(-c3ccccc3)[nH]n(-c3ccccc3)c2=O)cc1	1.1	4.4	-4.6
CCC(C(=O)c1ccc2ncccc2c1)c1ccccc1 (stereo not given)	-0.1	-7.0	.
O=C(NCCc1ccccn1)c1csc(CSc2nnc(-c3ccco3)n2-c2ccccc2Cl)n1	2.7	.	-1.4
Cn1cccc1C(=O)NC(=O)COC(=O)C12CC3CC(CC(Cl)(C3)C1)C2	-3.5	-3.1	.
NC1CCCN(C(=O)Cn2cnc3ccsc3c2=O)CC1 (stereo not given)	-5.5	2.8	-9.1
COc1cc(NC(=O)C(C2CCCC2)N2CCN(C(=O)c3ccccc3Cl)CC2)cc(OC)c1 (stereo not given)	-5.2	13.1	-2.9
O=C(CSc1nnc(-c2ccccc2)n1-c1ccccc1)N/N=C\c1ccco1	-9.8	-5.3	.
CSc1ccc(CN(C)C(=O)Cc2cccc(C(F)(F)F)c2)cc1	-8.2	-0.8	.
O=C(NCc1ccc(F)cc1)Nc1ccc(NS(=O)(=O)c2ccc(Cl)s2)cc1	-2.8	15.4	-5.2
Cn1ccnc1SCCNc1cc(N2CCOCC2)ncn1	0.7	1.8	.
O=C(Nc1ccc(F)cc1)C(C1CCCC1)N1CCN(C(=O)c2ccc(Cl)c(Cl)c2)CC1 (stereo not given)	-2.5	3.9	-4.8
C=CCN(CC(=O)N1CCc2sccc2C1c1ccccc1C)C(=O)c1ccc([N+](=O)[O-])cc1 (stereo not given)	-7.8	13.9	-4.4
NS(=O)(=O)c1ccc(CCNC(=O)/C=C/C2CCCCC2)cc1	-10.2	-6.0	.
CCc1cc(NC(=O)N(C)Cc2ncc(CC)s2)n(C)n1	-16.7	-0.6	-6.5
COC(=O)c1ccc(C(=O)OC)c(NC(=O)CSc2nc(C)nc3sc4c(c23)CCCC4)c1	-5.4	-7.5	-6.7
COC(=O)N=C(Cc1ccc(OC)cc1)c1ccc(OC)cc1	-2.6	6.9	.
CCCOC1CCCN(C(=O)CCNC(=O)c2ccc(F)cc2)C1 (stereo not given)	-4.2	11.0	-13.9
CCOc1ccccc1NC(=O)c1c(-c2ccccc2Cl)noc1C	-2.5	-4.6	.
Nc1nc2c(c(=O)[nH]1)N(C=O)C(CNc1ccc(C(=O)N[C@@H](CCC(=O)O)C(=O)O)cc1)CN2 (stereo not given in full)	2.1&-2.5&-3.3	-5.8&17.5	-6.5
CCOC(=O)C1(CC2CCCCO2)CCN(C(=O)Nc2ccc(Cl)cc2)CC1 (stereo not given)	-1.4	10.0	-4.5
CC(=O)NC1CCN(c2ccc(C(=O)NCCCc3ccccn3)cn2)C1 (stereo not given)	-3.7	5.3	-18.6
CN(C)c1ccc(C(=O)N2CCN(c3ncccc3C(=O)NCc3cccs3)CC2)cc1	8.9	6.3	0.6
Cc1cc(=O)n2c(-c3ccc(NS(=O)(=O)c4ccc(C)s4)cc3)csc2n1	-3.4	-6.1	-7.1
SMILES	hcGAS inh	NPYLR7 agonist	mcGAS inh
O=C(c1ccc(Cl)s1)N1CCC(n2cc(-c3ccccn3)nn2)CC1	-3.3	-1.2	.
c1ccc(CN2CN=C(Nc3nc4ccccc4o3)NC2)cc1	-5.0	0.5	.
CCO[C@H]1[C@H](NC(=O)CN2CCOC2=O)c2ccccc2C12CCNCC2	-5.8	3.7	-11.8
COc1ccc(C(=O)N2CCN(Cc3cc(=O)n4ccsc4n3)CC2)cc1Br	1.9	1.5	-8.0
CC(C)[C@H](Nc1ccnc(-c2ccccc2)n1)C(=O)N1CCCC1	-9.4	-15.5	.
CC(C(=O)NC1CCN2CCCCC12)S(=O)(=O)c1ccc(F)cc1 (stereo not given)	-2.6	2.0	.
CCN1C(=O)N(C2Cc3ccccc3C2)C(=O)C12CCN(C1CCOCC1)CC2	-16.1	18.6	-6.2
COCCNc1cc(-c2ccc3cc[nH]c(=O)c3c2)c2cc[nH]c2n1	-5.9	6.5	-9.4
Cc1ccc(N2CC(CNS(=O)(=O)N(C)C)CC2=O)cc1 (stereo not given)	-4.4	3.2	.
Cc1ccc2nc(-c3ccccc3C)c(NC(=O)C3CCCCC3)n2c1	-7.9	-4.4	-6.9
CCc1c(C)nc(-c2cccc(F)c2)nc1N1CCN(C(=O)c2cccc3ccccc23)CC1	-10.7	-3.4	-6.5
CC1(C)[C@H]2CC[C@]1(CS(=O)(=O)N1CCN(Cc3ccc4c(c3)OCO4)CC1)C(=O)C2	-11.0	-5.3	.
Cc1ccccc1-c1nc2scc(CCNS(=O)(=O)c3cc(Cl)ccc3Cl)n2n1	-6.4	1.8	-6.8
O=C(Nc1cccc(-c2cccc(-c3ccc4c(c3)OCCO4)n2)c1)c1cccc(Cl)c1	-7.7	3.7	-7.1
CC(Nc1cnn(-c2ccccc2)c(=O)c1Cl)c1ccc2c(c1)OCCO2 (stereo not given)	-13.6	6.5	.
O=C(c1ccc2c(c1)CCO2)N1CCOC(c2ccc(Cl)c(Cl)c2)C1 (stereo not given)	1.1	3.3	.
CCC1CCCCN1S(=O)(=O)c1ccc(C(=O)Nc2nnc(CSC)o2)cc1 (stereo not given)	1.5	-7.3	-1.1
COc1ccc(NC(=O)c2cc(-c3ccccc3Cl)nc3ccccc23)c(OC)c1	-2.9	1.2	-0.8
CCCC(C)NC(=O)Cn1c(=CC(=O)C(C)(C)C)sc(=Cc2ccc(C)s2)c1=O (stereo not given)	-2.1	2.1	-3.3
Cc1nc2c(C)cccn2c(=O)c1NC(=O)C(c1ccccc1)c1ccccc1	-16.9	3.4	.
CCN(CC(=O)Nc1ccccc1C(F)(F)F)S(=O)(=O)c1cccc(C#N)c1	-2.8	6.0	.
CSc1ccccc1C(=O)Nc1c2c(nn1CC(=O)NCc1ccccc1)CSC2	-1.2	-4.4	1.2
CCOc1ccc(CN2CCN(Cc3nc4c(s3)CCCC4)CC2CCO)cc1 (stereo not given)	-1.4	7.5	.
C=CCn1c(SCc2cc3c(cc2Br)OCO3)nnc1-c1ccncc1	-0.8	6.1	.

Record cards, as listed above. Screens in order: hcGAS inh | NPYLR7 agonist | mcGAS inh
Listed for Cc1cc(C(=O)CSc2nnc(NC3CC3)s2)c(C)n1CC(F)(F)F = -6.6 | -1.0 | .
Listed for CCc1ccc(NC(=O)N2CCN(C(=O)c3cc(-c4cccc(OC)c4)n(-c4ccccc4)c3C)CC2)cc1 = 5.2 | -1.9 | -3.3
Listed for Oc1ccccc1CN1CCC(n2cc(-c3ccc(F)cc3)nn2)CC1 = -0.1 | 1.7 | .
Listed for Cc1ccc2nc(-c3ccccc3C)c(NC(=O)C3CCCCC3)n2c1 = -7.9 | -4.4 | -6.9
